HCV NS3 hel inh – inhibitors of HCV NS3 helicase, primary screen, biochemical, Cy5 molecular beacon fluorescence; hit rate 0.56% among 290,000; NS3 helicase DNA unwinding; inhibition, % at 10.9 µM; AID 1800, 2009;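 active = inhibition above the mean of all tested compounds plus 3 SD, set per campaign, cut at about 35% in these data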;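 also: 0% = DMSO wells and 100% = thioflavine S control wells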
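Control set: DMSO versus 110 µM thioflavine S; Material: NS3 helicase fragment of HCV; Measured by: Cy5 fluorescence at 0 and 60 min, beacon hairpin quenching; Read-out basis: percent inhibition from t60/t0 fluorescence ratio; Times: reaction time 60 min, 25 °C; Repeats: single replicate; Compound dosing: single dose, 10.9 µM nominal final, DMSO 0.8% final.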
SUMO HTRF inh – inhibitors of in vitro SUMOylation cascade, primary screen, biochemical, HTRF, uHTS. SUMO-conjugating enzyme UBC9 (Homo sapiens), P63279. HTRF SUMOylation assay, SAE1/SAE2 + UBC9. inhibition, % at 35 µM. hit rate 0.36% among 290,000. AID 2006, 2009; in the data active = inhibition above about 50%, passing the limit was not always enough; also: strong numbers were not always called active
Target sequence (P63279 whole entry, looked up): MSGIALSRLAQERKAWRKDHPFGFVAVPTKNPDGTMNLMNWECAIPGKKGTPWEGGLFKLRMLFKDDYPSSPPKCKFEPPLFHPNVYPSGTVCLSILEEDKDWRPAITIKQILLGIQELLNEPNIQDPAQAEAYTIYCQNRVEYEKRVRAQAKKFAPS
MEKK2mut PB1 HTS – MEK5 binding signal on mutant MEKK2 PB1, primary screen, biochemical, multiplex bead flow cytometry, Alexa488-MEK5; Alexa488-MEK5 binding to MEKK2 mutant; percent response, % at 10 µM; hit rate 0.35% among 290,000; AID 1530, 2009; in the data active = percent response above about 24%, passing the limit was not always enough; also: inactives centre near 1; some results filed as inactive read as strong as hits
IMP-1 inh – IMP-1 metallo-beta-lactamase inhibitors, primary screen, biochemical, epi-absorbance readout, Pseudomonas aeruginosa enzyme; metallo-beta-lactamase IMP-1 (Pseudomonas aeruginosa); purified IMP-1, nitrocefin hydrolysis, epi-absorbance fluorescence; inhibition, % at 5.6 µM; hit rate 0.45% among 290,000; AID 1556, 2009;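 active = inhibition above the mean plus 3 SD of all compounds in the same screening run, cut at about 4.5% in these data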;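 also: 0% = IMP-1 with DMSO and 100% = DMSO wells lacking enzyme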
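Assay system: purified recombinant IMP-1 beta-lactamase. Input: IMP-1 0.2 nM before substrate addition. Buffer or medium: Zinc- and detergent-supplemented HEPES buffer, pH 7.1. Schedule: 25 °C, 15 min preincubation, 25 min reaction. Signal: Epi-absorbance fluorescence, 480 nm excitation, 530 nm emission. Evaluation: percent inhibition from optical density relative to buffer-blank wells.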
NALP1 yeast inh – NALP1 inflammasome inhibitors in reconstituted yeast, colorimetric, S. cerevisiae, triplicate retest. S. cerevisiae NALP1/ASC/caspase-1 growth, X-gal OD620, 72 h. inhibition, % at 10 µM. hit rate 0.61% among 280,000. AID 2071, 2009; in the data active = inhibition mostly above about 24%, no sharp cut-off; inactive = mostly below about 32%; also: some compounds called inactive have numbers as strong as hits
MEKK2 WT-MEK5 – modulators of MEK5 binding to wildtype MEKK2, primary screen, biochemical, multiplex bead flow cytometry, Alexa488-MEK5 | hit rate 1.1% among 290,000 | Alexa488-MEK5 binding to MEKK2 WT; actives lie on both sides | AID 1531, 2009 | binding response (% of control), % at 10 µM | Mitogen-activated protein kinase kinase kinase 2 (Homo sapiens), Q9Y2U5; in the data active = binding response below about 67% or above about 130%
PfM18AAP inh – PfM18AAP inhibitors, malaria aminopeptidase, primary screen, biochemical, QFRET, recombinant enzyme | hit rate 1.2% among 290,000 | H-Glu-NHMec fluorogenic cleavage | inhibition, % at 7.35 µM | M18 aspartyl aminopeptidase (Plasmodium falciparum 3D7);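 active = inhibition above the campaign mean inhibition over all tested compounds plus 3 SD, cut at about 28% in these data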;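 also: 0% = plate median of test compound wells and 100% = 2 mM ZnCl2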
DNA FID counter – compounds displacing fluorescent DNA intercalator, primary screen, artefact control for HCV NS3 helicase inhibitor project, biochemical, FID fluorescence; DNA fluorescent intercalator displacement; inhibition, % at 7.9 µM; hit rate 0.17% among 290,000; AID 1845, 2009; in the data active = inhibition above about 37%;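 also: 0% = vehicle and 100% = reference compound; higher means more ethidium bromide displaced from hairpin DNA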
VIM-2 inhibitor – VIM-2 metallo-beta-lactamase inhibitors, primary screen, biochemical, epi-absorbance readout, Pseudomonas aeruginosa enzyme | hit rate 0.89% among 290,000 | inhibition, % at 5.6 µM | purified VIM-2, nitrocefin hydrolysis, epi-absorbance fluorescence;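 active = inhibition above the mean of all tested compounds plus 3 SD, cutoff set per screening run, cut at about 7.5% in these data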;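 also: red hydrolysis product quenches plate fluorescence so inhibitors raise well fluorescence; 0% = enzyme with DMSO and 100% = DMSO without enzyme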
* = called active by the depositor; / = not tested or not shown.

structure | HCV NS3 hel inh | SUMO HTRF inh | MEKK2mut PB1 HTS | DNA FID counter | PfM18AAP inh | NALP1 yeast inh | IMP-1 inh | MEKK2 WT-MEK5 | VIM-2 inhibitor
CN(c1ccc(OCC(=O)Nc2ccc3[nH]c(=O)[nH]c3c2)cc1)S(=O)(=O)c1ccc(Cl)cc1 | 1 | -3 | -2 | -14 | -10 | 42* | -1.9 | 89 | -1.5
Cc1[nH]c2ccccc2c1C(c1ccccn1)N1CCC(C)CC1 (centres undefined) | 9 | 8 | 1 | -1 | -1 | 0 | -2.2 | 101 | -1.8
CCOC(=O)C1(CCc2ccccc2)CCN(Cc2cccc3nccnc23)CC1 | -3 | 13 | -7 | 14 | 3 | 18 | -4.1 | 98 | -4.1
COC(=O)c1cccc(NC(=O)CN(c2ccc3c(c2)OCO3)S(C)(=O)=O)c1C | -5 | 20 | 2 | -11 | -7 | / | -3.4 | 106 | -2.5
CCOC(=O)c1c(NC(=O)Cc2ccccc2)sc2c1CCN(C)C2 | -14 | 6 | -2 | 12 | 2 | -17 | -1.4 | 100 | 0.3
CCC(c1nnnn1Cc1ccc(OC)cc1)N1CCN(c2ccc(OC)cc2)CC1 (centres undefined) | -10 | -8 | -9 | -16 | 8 | 5 | -2.6 | 95 | -4.5
COc1ccc(-n2nnnc2SCC(=O)NCCc2ccc(OC)c(OC)c2)cc1 | -7 | -2 | -7 | -18 | 0 | -22 | -0.5 | 97 | 0.1
NC(=O)c1sc2nc3c(c(-c4cccnc4)c2c1N)CCC3 | -4 | 5 | 3 | -1 | 2 | 9 | 1.7 | 98 | 2.4
Cc1ccc(S(=O)(=O)N(C)CC(=O)Nc2nc3ccccc3s2)cc1 | -10 | -16 | -4 | -12 | -5 | 6 | -3.5 | 95 | -1.8
COCCNC(=S)N1CCC(C(=O)c2ccc(C)cc2)CC1 | 11 | -2 | 1 | -15 | -13 | 5 | -3.9 | 97 | -2.0
O=C(CSc1nnnn1Cc1ccccc1)c1ccccc1F | 4 | 14 | -1 | -29 | 18 | -14 | -2.1 | 89 | 0.5
O=[N+]([O-])c1ccc(N2CCN(S(=O)(=O)Cc3ccccc3)CC2)cc1N1CCOCC1 | 5 | 9 | 0 | 2 | -4 | 33 | -2.3 | 102 | -7.1
CC(C)C(OC(=O)c1nsc(Cl)c1Cl)C(=O)NCC1CCCO1 (centres undefined) | 18 | 5 | 5 | -15 | -5 | 6 | -2.4 | 103 | -2.5
Cc1nn2c(N)c(C#N)cnc2c1-c1ccccc1 | 1 | 9 | -3 | -3 | 6 | 28 | -2.6 | 106 | -1.5
CCN(CC(=O)Nc1c(F)cccc1F)C(=O)C(C)SCc1nc2sc(C)c(C)c2c(=O)[nH]1 (centres undefined) | 8 | 6 | 13 | -17 | 10 | 15 | -5.1 | 120 | -2.0
CCN(CC)CCN(Cc1cc2cc3c(cc2[nH]c1=O)OCCO3)C(=S)NCC(C)C | -17 | 12 | 12 | 6 | 23 | 11 | 1.7 | 112 | -0.4
CCOCCCNC(=O)CN1C(=O)/C(=C\c2ccc(C)cc2)Sc2ccccc21 | 9 | -10 | -2 | -33 | -6 | 7 | -0.9 | 99 | -1.8
Cc1ccccc1NC(=O)CSc1nc(N)c(C#N)c(-c2cccs2)c1C#N | 2 | -11 | 9 | 2 | -3 | 5 | 12* | 102 | -3.7
Cc1ccc(C(=O)C2CCN(CC(=O)Nc3ccc(N(C)C)cc3)CC2)cc1 | -7 | -14 | 6 | 5 | 4 | 3 | -8.7 | 112 | -5.1
CC(=O)c1ccc(NC(=O)CSc2nnc(-c3ccoc3C)n2Cc2ccccc2)cc1 | -1 | 5 | 8 | -23 | -5 | 10 | -1.2 | 119 | -1.5
CC(C)OCCCn1c(=S)[nH]c2ncccc2c1=O | 0 | 17 | / | -8 | 8 | 2 | -2.7 | / | -1.7
COC(=O)c1cc(S(=O)(=O)N2CCN(c3cc(C)ccc3C)CC2)c[nH]1 | -25 | 5 | -1 | -17 | -1 | 18 | -1.6 | 98 | -2.7
Cc1ccc(SCCNC(=O)c2ccccc2F)cc1 | 0 | 8 | 2 | -11 | 1 | 8 | -0.2 | 105 | -0.5
CN(CCOc1cccc(C(F)(F)F)c1)Cc1ccccc1 | -9 | 10 | -2 | 1 | 2 | -9 | -2.9 | 98 | -2.6
O=C(COC(=O)CNC(=O)c1sc2ccccc2c1Cl)Nc1c(Cl)cc(Cl)cc1Cl | 13 | 1 | -1 | -2 | -7 | 12 | -2.8 | 100 | -3.1
CCOc1ccc(NC(=O)c2cccnc2SC)cc1 | -1 | -3 | -3 | -8 | 2 | 9 | -3.4 | 93 | -3.6
O=C(O)c1cccc2c1-c1ccccc1/C2=N\Nc1ccccc1 | 11 | 5 | 2 | -26 | 8 | -2 | -1.7 | 103 | -2.1
O=C(Nc1ccc2oc(=O)ccc2c1)c1ccccc1[N+](=O)[O-] | 18 | -3 | -46 | -2 | -12 | 2 | 0.9 | 101 | 0.9
O=C(Cc1coc2ccc3ccccc3c12)N1CCCC1 | 11 | -14 | -6 | -17 | 10 | 2 | -2.1 | 101 | -2.8
CC(C)OCCCNC(=O)c1cc(-c2cccs2)nc2ccccc12 | -8 | 31 | 10 | -28 | -9 | -6 | -2.9 | 98 | 0.7

The final 6 entries of the part before are carried over, then new ones follow.
structure | HCV NS3 hel inh | SUMO HTRF inh | MEKK2mut PB1 HTS | DNA FID counter | PfM18AAP inh | NALP1 yeast inh | IMP-1 inh | MEKK2 WT-MEK5 | VIM-2 inhibitor
O=C(COC(=O)CNC(=O)c1sc2ccccc2c1Cl)Nc1c(Cl)cc(Cl)cc1Cl | 13 | 1 | -1 | -2 | -7 | 12 | -2.8 | 100 | -3.1
CCOc1ccc(NC(=O)c2cccnc2SC)cc1 | -1 | -3 | -3 | -8 | 2 | 9 | -3.4 | 93 | -3.6
O=C(O)c1cccc2c1-c1ccccc1/C2=N\Nc1ccccc1 | 11 | 5 | 2 | -26 | 8 | -2 | -1.7 | 103 | -2.1
O=C(Nc1ccc2oc(=O)ccc2c1)c1ccccc1[N+](=O)[O-] | 18 | -3 | -46 | -2 | -12 | 2 | 0.9 | 101 | 0.9
O=C(Cc1coc2ccc3ccccc3c12)N1CCCC1 | 11 | -14 | -6 | -17 | 10 | 2 | -2.1 | 101 | -2.8
CC(C)OCCCNC(=O)c1cc(-c2cccs2)nc2ccccc12 | -8 | 31 | 10 | -28 | -9 | -6 | -2.9 | 98 | 0.7
Cc1nc2cc(NC(=O)c3ccc(Br)s3)ccc2s1 | -8 | -1 | 0 | -10 | -15 | 9 | 1.2 | 100 | -0.6
CS(=O)(=O)N1CCN(Cc2cc(=O)n3ccsc3n2)CC1 | -1 | 10 | 4 | -1 | 0 | -12 | -1.5 | 110 | -2.7
Cc1nc2ccccc2cc1C(=O)NCc1ccco1 | -6 | 21 | 15 | -1 | -3 | 17 | -1.4 | 101 | -3.1
COc1ccc(C(=O)COC(=O)CN2C(=O)c3ccccc3C2=O)c(OC)c1 | -2 | -1 | 4 | -14 | 5 | 2 | -2.6 | 106 | -1.7
CCN(CC)Cc1cc(CC(C(N)=O)C(N)=O)ccc1OC | 0 | -6 | -2 | -1 | 0 | -2 | -1.9 | 98 | -0.9
COc1ccc(CNC(=O)CSc2nc(C)cs2)cc1 | 11 | 12 | -1 | 13 | 4 | 18 | -2.5 | 102 | 0.8
CCOC(=O)c1ccc(NC(=O)CCS(=O)(=O)Cc2ccccc2)cc1 | 25 | 4 | 3 | -27 | 7 | -2 | -0.5 | 102 | -2.2
O=c1[nH]nc(SCc2ccccc2)n1C1CC2C=CC1C2 (centres undefined) | 0 | 2 | 2 | -18 | 1 | 15 | -0.7 | 99 | -1.3
Cc1cc(OCc2nn[nH]n2)c2c(C)c(Cc3ccccc3)c(=O)oc2c1 | 69* | 32 | 4 | -23 | 4 | -14 | -2.7 | 102 | 3.2
CCCN(Cc1cc(=O)[nH]c2ccccc12)C(=O)CC | 15 | 16 | 5 | -7 | 7 | 18 | -3.0 | 100 | -0.8
Cc1ccc(OCCC(=O)Nc2ccc(C)c(F)c2)cc1 | 2 | -4 | -5 | -2 | 1 | 9 | -1.5 | 102 | -2.5
Cc1ccc(CNC(=O)c2sc3nc4c(c(C(F)(F)F)c3c2N)CCC4)cc1 | 3 | 2 | 2 | 0 | -8 | 6 | -4.0 | 95 | -1.7
N=C1C(c2ccccc2)=C(O)CN1c1cccc2ccccc12 | 7 | 9 | 1 | -2 | -1 | -6 | -5.0 | 105 | -2.1
CCSc1nnc(-c2ccncc2)n1Cc1ccccc1 | -2 | -14 | 4 | -6 | 10 | 45 | 0.2 | 105 | -1.3
C/C(=N/O)c1ccc(Oc2cnccn2)cc1 | 11 | -19 | -3 | 2 | 3 | 16 | -1.5 | 93 | -0.7
Cc1cc(C(=O)N/N=C/c2c[nH]c3ccccc23)c(C)o1 | -4 | -10 | -1 | 0 | 0 | 9 | -4.3 | 92 | -3.8
COc1cccc(C(=O)Nc2sc(C(C)C)cc2C(N)=O)c1OC | -37 | -1 | -2 | -16 | 3 | / | -0.7 | 98 | -0.3
NS(=O)(=O)c1ccc(Cl)c(C(=O)Nc2ccccc2[N+](=O)[O-])c1 | 11 | 8 | -10 | 1 | 3 | 9 | -2.4 | 89 | -0.7
S=c1[nH]nc(COc2ccc3ccccc3c2)o1 | 5 | -18 | 4 | -10 | 14 | -10 | -4.3 | 104 | -2.1
O=C1CN(c2nc3nonc3nc2N2CCCCC2)CCN1 | -1 | -6 | -11 | 1 | -4 | 8 | -1.1 | 96 | -1.1
COc1ccc(S(=O)(=O)N2CCOCC2)cc1C(=O)Nc1ccc2c(c1)OCO2 | -2 | 8 | 0 | -16 | 0 | 5 | -2.5 | 103 | -0.5
COc1ccc(Cn2c(=O)c3c(nc(NCCO)n3C)n(C)c2=O)cc1 | -3 | 15 | / | -4 | -2 | -10 | -2.1 | / | -2.5
O=c1c2ccccc2nc(CSc2nnnn2-c2ccccc2)n1-c1ccccc1 | -1 | 9 | / | 0 | 4 | 8 | -2.6 | / | -1.2
CCCn1c(/N=C/c2ccc3c(c2)OCO3)nc2ccccc21 | 6 | -8 | 3 | 0 | -9 | -10 | 1.2 | 101 | -3.6
O=C1OC(Nc2ccc(Br)cc2F)c2ccccc21 (centres undefined) | 4 | 6 | 5 | -2 | 10 | 22 | -3.3 | 102 | -2.6
CCOC(=O)CNC(=O)c1sc(NC(=O)c2cccc(F)c2)nc1C | 3 | -4 | 6 | -8 | 3 | 34 | -4.6 | 99 | -5.3

Screening results as filed in PubChem BioAssay.
